APJ ag: agonists of human apelin receptor APJ, primary screen, CHO-K1 cells, PathHunter beta-arrestin, luminescence. P35414. 0% DMSO wells, 100% apelin. activation, % at 20 µM. 330,000 tested, 0.11% active;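 active = activation more than six SD over the plate average, tested at 20 µM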;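 note: 0% = DMSO alone and 100% = apelin-13 at 10 nM; some results filed as inactive read as strong as hits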
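Material: CHO-K1 APJ beta-arrestin complementation cell line; Input: cell density 1000 per well; Incubation: compound stimulation 90 min at 25 °C, detection 60 min; Signal: luminescence from split beta-galactosidase complementation, Galacton Star/Emerald II substrate; Controls: DMSO-only wells as negative, 10 nM Apelin-13 as positive control.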
Mdm2 MdmX PPI: inhibitors of human Mdm2-MdmX association, primary screen, cell-based, luminescence, split luciferase, SaOS-2, uHTS; Protein Mdm4 (Homo sapiens) + E3 ubiquitin-protein ligase Mdm2 (Homo sapiens), …; 330,000 tested, 3% active; SaOS-2 split-luciferase Mdm2/MdmX complementation; inhibition, % at 8 µM; AID 485346, 2010;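 active = inhibition of at least 50% at 8 µM in the primary screen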
Target sequence (O15151 whole entry, looked up): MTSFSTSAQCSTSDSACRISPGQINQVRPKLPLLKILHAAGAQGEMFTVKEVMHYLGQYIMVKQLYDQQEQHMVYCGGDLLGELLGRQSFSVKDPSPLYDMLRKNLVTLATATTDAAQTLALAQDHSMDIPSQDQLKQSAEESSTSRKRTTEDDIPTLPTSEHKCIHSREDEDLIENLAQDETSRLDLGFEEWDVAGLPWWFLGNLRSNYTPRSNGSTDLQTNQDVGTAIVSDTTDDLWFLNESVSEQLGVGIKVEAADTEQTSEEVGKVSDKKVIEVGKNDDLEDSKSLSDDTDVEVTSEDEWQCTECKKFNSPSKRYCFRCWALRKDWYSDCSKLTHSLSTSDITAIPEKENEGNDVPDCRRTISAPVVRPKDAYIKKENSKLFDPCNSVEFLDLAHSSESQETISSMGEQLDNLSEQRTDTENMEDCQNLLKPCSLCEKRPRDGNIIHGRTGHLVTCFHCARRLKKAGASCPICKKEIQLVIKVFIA
Target sequence (Q00987 whole entry, looked up): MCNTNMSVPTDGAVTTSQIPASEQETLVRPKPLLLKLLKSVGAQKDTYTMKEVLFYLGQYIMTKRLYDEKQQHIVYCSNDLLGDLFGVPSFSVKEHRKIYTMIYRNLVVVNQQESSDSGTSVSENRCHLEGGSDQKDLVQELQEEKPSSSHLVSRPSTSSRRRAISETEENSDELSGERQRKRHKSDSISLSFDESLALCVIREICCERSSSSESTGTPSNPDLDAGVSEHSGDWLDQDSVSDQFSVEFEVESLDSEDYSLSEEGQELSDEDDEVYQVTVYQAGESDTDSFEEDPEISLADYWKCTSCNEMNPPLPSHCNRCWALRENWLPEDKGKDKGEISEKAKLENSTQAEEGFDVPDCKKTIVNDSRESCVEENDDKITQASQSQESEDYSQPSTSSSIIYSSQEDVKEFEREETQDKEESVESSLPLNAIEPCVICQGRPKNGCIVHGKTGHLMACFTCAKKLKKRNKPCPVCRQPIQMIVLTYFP
697 NFkB inh: inhibitors of PMA/ionomycin-induced NF-kB reporter, 697 cells, primary screen, B-cell NF-kB inhibitor project, cell-based, luminescence, uHTS. 330,000 tested, 0.33% active. 697 B-cell NF-kB luciferase reporter, 16 h. AID 435022, 2010. inhibition, % at 4 µM; in the data active = inhibition above about 35%
APJ antag: antagonists of human apelin receptor APJ, primary screen, CHO-K1 cells, beta-arrestin complementation, luminescence; 330,000 tested, 0.32% active; inhibition, % at 20 µM;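 active = inhibition above about 40% at 20 µM, limit read from the data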;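 note: cells challenged with 10 nM apelin-13 agonist together with compound; plate controls were apelin-13 plus DMSO wells for no effect and DMSO wells lacking apelin-13 for full effect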
Jurkat NFkB inh: inhibitors of induced NF-kB luciferase reporter, primary screen, TCR NF-kB activation inhibitor project, cell-based, luminescence, uHTS | Jurkat, PMA/ionomycin-induced NF-kB luciferase reporter | inhibition, % at 4 µM | 330,000 tested, 0.53% active; in the data active = inhibition above about 50%
tim23-1 inh: growth inhibitors of tim23-1 mutant yeast, primary screen, luminescence, uHTS. S. cerevisiae tim23-1 growth, BacTiter-Glo luminescence, 24 h. inhibition, % at 20 µM. 330,000 tested, 1.3% active. AID 463212, 2010;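 active = growth inhibition of the mutant yeast at or above 50%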;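 note: temperature-sensitive mutant grown at 25 °C; plate controls were DMSO-treated mutant yeast for no effect and medium wells lacking yeast for full effect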
UPR CHOP act: activators of apoptotic CHOP UPR arm, primary screen, cell-based, CHO-CHOP luciferase reporter, luminescence, uHTS | UPR activation; percent of tunicamycin response over DMSO baseline | 330,000 tested, 0.34% active | activation, % at 10 µM;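 active = at 10 µM dose, activation of 40% or more, normalized to positive control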;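 note: 100% = tunicamycin at 10 µg/mL and 0% = DMSO alone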
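Evaluation: % reporter activation, DMSO baseline versus tunicamycin full activation; System: CHO-CHOP luciferase reporter cell line; Input: 500 cells/well; Incubation: 6 h compound treatment, 37 °C; Measured by: Steady-Glo luciferase luminescence; Dosing: one dose, 10 µM in 0.5% DMSO; Buffer or medium: F12 medium, 10% FBS; Benchmarks: positive tunicamycin 10 µg/mL, negative DMSO alone.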
XBP1 UPR activ: activators of adaptive XBP1 UPR arm, primary screen, cell-based, CHO-XBP1 luciferase reporter, luminescence, uHTS. 330,000 tested, 0.33% active. IRE1-XBP1 UPR activation; percent of tunicamycin response, DMSO as zero. activation, % at 20 µM;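 active = versus positive control, 20 µM dose yields 30% or more activation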;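 note: 100% = tunicamycin at 10 µg/mL and 0% = DMSO only wells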
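Material: CHO cell line with stable XBP1 luciferase reporter; buffer or medium: F12 medium containing 10% fetal bovine serum; compound: single point, 20 µM final compound, 1% DMSO; incubation: 6 h treatment, 37 °C; measured by: glow luminescence from Steady-Glo reagent; evaluation: activation, % of tunicamycin; control set: tunicamycin high, DMSO low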
Starred values were filed as active, the others as inactive.

Abbreviations: A = APJ ag; B = Mdm2 MdmX PPI; C = 697 NFkB inh; D = APJ antag; E = Jurkat NFkB inh; F = tim23-1 inh; G = UPR CHOP act; H = XBP1 UPR activ
1	Cc1cc(NC(=O)CN2C(=O)NC(C)(CC(C)C)C2=O)no1 (stereo not drawn)
  A = -3	B = 25	C = 10	D = -1	E = 1	F = 10	G = 0.3	H = -2
2	O=C(Nc1ccccc1)c1ccccc1NC(=O)C1CCCCC1
  A = 2	B = -33	C = -18	D = 4	E = 2	F = 25	G = 0.0	H = -3
3	Cc1ccccc1SCC(=O)Nc1ccc(N2CCOCC2)cc1
  A = -2	B = -13	C = 29	D = -2	E = 2	F = 24	G = 0.5	H = 0
4	Cc1ccccc1NC(=O)Cc1nc(COC(=O)c2cccc(C)c2O)cs1
  A = 4	B = 13	C = -5	D = 5	E = 8	F = 22	G = 1.3	H = -3
5	CN1CCN(/N=C/c2ccc(-c3ccccc3)cc2)CC1
  A = -3	B = -23	C = -74	D = 5	E = -90	F = 21	G = 2.8	H = 3
6	O=C(NC(Nc1ncccn1)C(=O)c1ccccc1)c1ccccc1 (stereo not drawn)
  A = 0	B = 27	C = -3	D = 10	E = -4	F = 19	G = 3.7	H = -3
7	C=CCC(NCc1ccco1)c1ccc(OC)c(OC)c1 (stereo not drawn)
  A = -1	B = -35	C = -6	D = 8	E = -1	F = -34	G = -2.5	H = 0
8	COc1ccc(C2CC(c3ccc(Br)cc3)=NN2C(=O)c2cccnc2)cc1 (stereo not drawn)
  A = -4	B = 13	C = 28	D = -10	E = 5	F = 46	G = 1.0	H = 1
9	COc1ccc(/C(N)=N/OC(=O)c2cccs2)cc1
  A = 6	B = -92	C = -164	D = -59	E = -137	F = 71*	G = 6.3	H = -2
10	S=C(NCCN1CCOCC1)Nc1cccc(Cl)c1
  A = -4	B = 7	C = 9	D = 1	E = 7	F = 2	G = 1.9	H = 0
11	CC(=O)C1=C(O)C(=O)N(Cc2ccccc2)C1c1cccs1 (stereo not drawn)
  A = 4	B = 12	C = -1	D = 10	E = 9	F = 12	G = 0.7	H = -1
12	C=CCSC1=N/C(=C\C=C\c2ccco2)C(=O)S1
  A = -2	B = -39	C = -1	D = 8	E = -7	F = 18	G = -1.9	H = 5
13	CCOC(=O)c1cc2c(ccn2C)n1CC(=O)N(C)C
  A = -2	B = -9	C = -8	D = -8	E = 1	F = 1	G = -1.0	H = -4
14	COc1c(C(C)C)cc(NC(C)=O)cc1C(C)C
  A = -4	B = 12	C = 6	D = -6	E = -1	F = -7	G = -1.6	H = -4
15	COc1ccc(OCCCC(=O)Nc2ncn[nH]2)cc1
  A = -1	B = -2	C = -3	D = 13	E = 9	F = 8	G = -1.9	H = 0
16	Cc1cc(C)c2nc(SCC(=O)N3CC(=O)Nc4ccccc43)c(C#N)cc2c1
  A = -1	B = 69*	C = -128	D = -27	E = 49	F = 9	G = 6.1	H = 11
17	O=C1COc2ccc(C(=O)CSc3nc4ccccc4c(=O)n3-c3ccc(Cl)c(Cl)c3)cc2N1
  A = -4	B = 98*	C = -12	D = 9	E = 2	F = 7	G = 17	H = 29
18	O=C(Cn1cc([N+](=O)[O-])cn1)NCCc1c[nH]c2ccccc12
  A = -3	B = -19	C = 13	D = 2	E = -13	F = 4	G = -1.5	H = -3
19	O=C1/C(=C/c2ccc(N3CCCC3)cc2)NC(=S)N1C1CC1
  A = -3	B = 16	C = 2	D = 5	E = -47	F = -14	G = 14	H = -1
20	Cc1cc(Cl)cc(C)c1OCC(=O)O
  A = 0	B = 5	C = -3	D = -10	E = 3	F = 22	G = 1.0	H = -3
21	O=C(c1ccc(=O)[nH]c1)N(Cc1ccco1)C1(C(=O)NC2CCCC2)CCCCC1
  A = 1	B = -18	C = -15	D = -8	E = -4	F = 11	G = -0.8	H = -1
22	O=C(OCc1nnc(-c2ccccc2)o1)c1ccco1
  A = 1	B = 11	C = -7	D = 16	E = -7	F = -11	G = 2.8	H = -1
23	Cc1ccc(NC(=O)CN2CCc3ccccc3C2)cc1F
  A = -4	B = -6	C = 4	D = 20	E = 3	F = 16	G = -0.2	H = 0
24	CCN(Cc1cnn(C)c1)Cc1nc(C(c2ccccc2)c2ccccc2)no1
  A = -4	B = -1	C = 14	D = 8	E = -2	F = 17	G = 0.7	H = 0
25	CCc1cccc(CC)c1NC(=O)CO/N=C(\C)c1cccs1
  A = -3	B = 18	C = 13	D = 3	E = 1	F = 26	G = -1.2	H = -2
26	C[C@H](NC(=O)c1[nH]cnc1C(=O)Nc1ccccc1)c1ccccc1
  A = -4	B = 15	C = -6	D = 10	E = -8	F = 50	G = 3.0	H = -4
27	CCSc1nc(-c2ccccc2)c(-c2ccccc2)n1CC(O)CO (stereo not drawn)
  A = -2	B = 5	C = -24	D = -7	E = 13	F = -4	G = -1.8	H = 1
28	COc1ccc(NC(=O)CSc2nc(N)cc(N)n2)cc1S(=O)(=O)N1CCCCC1
  A = 3	B = 14	C = 21	D = -16	E = -2	F = -2	G = -0.1	H = -1
29	CCCN(CC(=O)Nc1ccccc1C)C(=O)c1cn2ccccc2n1
  A = -2	B = 20	C = 18	D = -17	E = -4	F = 7	G = 0.9	H = -3
30	CC(C)(C)OC(=O)N/N=C\c1ccc(OC(=O)c2ccco2)cc1
  A = -4	B = 4	C = -37	D = 3	E = -12	F = 10	G = 3.6	H = 2
31	CCn1c(SCC(=O)N2c3ccccc3CC2C)nnc1-c1ccco1 (stereo not drawn)
  A = 3	B = 13	C = 23	D = 7	E = 0	F = 11	G = 2.3	H = -2
32	N#C/C(=C\c1ccccn1)c1nc2ccccc2s1
  A = 2	B = 22	C = -132	D = -17	E = -54	F = 65*	G = 11	H = 1
33	C=CCNC(=S)Nc1ccc(C)c(S(=O)(=O)N2CCCCC2)c1
  A = -2	B = 7	C = 8	D = 14	E = -3	F = 17	G = -1.9	H = 0
34	C=CCOc1ccc(/C=C/C(=O)N2CCCN(S(=O)(=O)c3c(C)noc3C)CC2)cc1
  A = 2	B = 3	C = 4	D = 2	E = -4	F = 32	G = 0.9	H = -4
35	Cc1c(C)c2ccc(OC(C)C(=O)NCc3ccccn3)cc2oc1=O (stereo not drawn)
  A = -8	B = 6	C = 16	D = 14	E = 1	F = -27	G = 0.7	H = -4
36	O=C1CSC(c2ccco2)N1 (stereo not drawn)
  A = -2	B = 4	C = 7	D = 7	E = 12	F = 9	G = -1.6	H = -1
37	O=C(Nn1cnnc1)c1cc2cc(Br)ccc2oc1=O
  A = -1	B = 21	C = 14	D = 13	E = -3	F = 9	G = 1.2	H = 0
38	c1ccc(-n2nnnc2NCCc2c[nH]c3ccccc23)cc1
  A = 10	B = 9	C = -18	D = -7	E = -15	F = 6	G = -1.1	H = 1
39	CC(=O)c1cc(CC(=O)N2CCc3c([nH]c4ccccc34)C2c2ccccn2)cs1 (stereo not drawn)
  A = -3	B = 8	C = 10	D = 14	E = 7	F = 2	G = -2.5	H = -3
40	COc1ccc(OCCCC(=O)Nc2ccc(S(=O)(=O)N3CCOCC3)cc2)cc1
  A = 1	B = 9	C = 10	D = -54	E = -2	F = 10	G = 0.7	H = -4
41	COC(=O)c1cn(-c2ccccc2)nc1-c1ccc(OC)cc1
  A = -3	B = 20	C = -7	D = 12	E = 10	F = -4	G = 1.8	H = 5
42	CC(=O)NC12CC3CC(C1)CC(C(=O)N1CCN(C(=O)c4ccco4)CC1)(C3)C2
  A = -4	B = 5	C = 16	D = -4	E = -2	F = -10	G = -0.2	H = -3
43	Cn1c(=O)[nH]c(=O)c2c1nc(N/N=C/C(Br)=C/c1ccccc1)n2CCO
  A = -4	B = -7	C = -11	D = 13	E = -4	F = 14	G = 2.6	H = 4
44	CCOC(=O)C(CC)(CCC(=O)O)c1csc(Nc2ccc(C)cc2)n1 (stereo not drawn)
  A = -2	B = 18	C = 11	D = -10	E = 1	F = 8	G = 0.7	H = 0
45	CCOC(=O)c1cnc(SCc2ccc(C(C)(C)C)cc2)nc1N
  A = 0	B = -20	C = -33	D = 13	E = -3	F = 8	G = 2.8	H = -2
46	CCOC(=O)CC1CCCCN1Cc1cn[nH]c1-c1ccc(F)cc1F (stereo not drawn)
  A = -1	B = -9	C = 2	D = -6	E = 6	F = 17	G = -0.2	H = 0
47	CCN1C(=O)c2ccc(C(=O)NCc3ccccc3)cc2C1=O
  A = -3	B = 5	C = 8	D = 9	E = 9	F = -7	G = 2.3	H = 0
48	CCCS(=O)(=O)N1CCCC(C(=O)c2ccccc2OC)C1 (stereo not drawn)
  A = -2	B = -4	C = -8	D = -20	E = -5	F = 18	G = -0.5	H = 4
49	COc1ccc(-c2csc(Nc3ccccn3)n2)cc1
  A = -2	B = -145	C = -370	D = -6	E = -217	F = 12	G = 0.3	H = -2
50	CCC(C)NC(=O)Nc1ccc(Br)cc1 (stereo not drawn)
  A = 0	B = -6	C = -42	D = -3	E = -31	F = 25	G = 3.0	H = -1

Going on with the list.
Abbreviations: A = APJ ag; B = Mdm2 MdmX PPI; C = 697 NFkB inh; D = APJ antag; E = Jurkat NFkB inh; F = tim23-1 inh; G = UPR CHOP act; H = XBP1 UPR activ
51	CCCSc1nc(N)nc(-c2cccs2)c1C#N
  A = -1	B = -7	C = -37	D = 20	E = -19	F = 49	G = 2.0	H = 6
52	O=C(c1sc2cc([N+](=O)[O-])ccc2c1Cl)N1CCOCC1
  A = 1	B = 3	C = 5	D = -3	E = 3	F = -2	G = -0.1	H = 0
53	CCN(CC(=O)NC(=O)Nc1ccccc1F)Cc1ccccc1
  A = 6	B = 22	C = -8	D = -7	E = -3	F = 35	G = 1.6	H = 0
54	COc1ccc(N2CCN(CCNC(=O)Nc3ccc(Cl)cc3)CC2)cc1
  A = -1	B = 3	C = 21	D = -25	E = 21	F = 5	G = -1.0	H = 1
55	O=C(NCc1ccccc1C(F)(F)F)C1CCC(=O)N(C2CCCCCC2)C1 (stereo not drawn)
  A = -6	B = 8	C = -28	D = -3	E = -5	F = -7	G = 1.5	H = -3
56	CCOC(=O)c1csc(NC(=O)CSc2nnnn2-c2ccc(OC)cc2)n1
  A = -3	B = 0	C = 7	D = -3	E = 19	F = 16	G = -0.7	H = -2
57	COc1ccc(NC(=O)C2CCCN2C(=O)Nc2ccc(OC)cc2)cc1 (stereo not drawn)
  A = -1	B = -9	C = 18	D = 3	E = 15	F = -2	G = 2.4	H = -5
58	CC1=C(C)CC(C(=O)NNC(=O)c2csc3c2CCC(C(C)(C)C)C3)C(C(=O)O)C1 (stereo not drawn)
  A = 1	B = 8	C = 0	D = 20	E = -1	F = 22	G = -1.0	H = -2
59	COc1cccc(CNCc2ccc(SC)cc2)c1OC
  A = -5	B = 10	C = -6	D = 1	E = 6	F = -10	G = -3.8	H = -3
60	CC(C)CC(=O)N1CCN(Cc2ccccc2Br)CC1
  A = 0	B = -6	C = 0	D = -6	E = 4	F = 2	G = 1.8	H = -3
61	CCOc1ccc(NC(=O)N2CCC(c3ccc(C)cc3)C2)cc1 (stereo not drawn)
  A = -2	B = -11	C = -16	D = 32	E = -20	F = 11	G = 2.6	H = -1

Bioassay records (PubChem BioAssay)
